A-T KAP1 phos – qHTS Assay for Identifying a Potential Treatment of Ataxia-Telangiectasia. […] A-T fibroblasts, KAP-1 phosphorylation AlphaLISA; neocarzinostatin DNA damage 30 min before lysis. Potency, µM (doses to about 57.5 µM), for the others: top-dose activation, hits mostly activators. 320,000 compounds, 0.19% hits. AID 485349, 2010; note: potency is the fitted concentration of half-maximal effect; % of control where 0% means no effect; nearly all actives have a fitted effect of over 45% in size
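hTERT-immortalized A-T patient fibroblasts ([…]), 500 cells/well in OPTI-MEM, 1% FBS, got compounds for 60 min, then NCS for 30 min at 37C. Lysates were then assayed for phospho-KAP-1 by AlphaLISA (anti-pKAP1 donor, anti-KAP1 acceptor beads), 6 hr at 25C.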
BRCA1 expr act – qHTS Assay to Identify Small Molecule Activators of BRCA1 Expression; AID 624202, 2012; 380,000 compounds, 1.1% hits; Potency, µM (series often up to 46.1 µM), for the others: at the top dose activation, usual class: activators; MCF7-BRCA1-FFLuc reporter, luminescence, 48 h; response scale: scaled: vehicle 0%, 10 µM genistein 100%; note: potency is the fitted concentration of half-maximal effect; nearly all actives have a fitted effect of over 80% in size; some results filed as inactive show a strong effect at the top dose
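48 h compound treatment of MCF7-BRCA1-FFLuc cells (phenol-red free MEM, 37 °C), then 15 min with luciferase substrate and luminescence imaging.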
PTAP TSG101 blk – qHTS Assay for Iinhibitors of HIV-1 Budding by Blocking the Interaction of PTAP/TSG101; AID 493005, 2010; 340,000 tested, under 10 active; Fluorescence polarization, FITC-PTAP peptide / Tsg101 binding; Potency, µM (top dose mostly 115 µM), without a hit: at the highest dose activity change, negative = inhibition, usual class: inhibitors; Tumor susceptibility gene 101 protein (Homo sapiens), Q99816; active = well fitted inhibition curve with a large enough effect in the main read-out, with a control signal flat, not every such curve was filed as active; inconclusive = small, poorly fitted or top-dose-only effect, or effect the other way, or a change in a side signal; inactive = no such curve, though single readings can be large or run the other way; note: potency is the fitted concentration of half-maximal effect; % of control where 0% means no effect
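Fluorescence polarization binding of Tsg101 binding domain (10 uM final) to FITC-labeled PTAP peptide (50 nM final) in HEPES pH 7.5 buffer with NaCl, Tween 20, EDTA, TCEP. Compounds added before peptide; binding 20 min at RT.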
ELG1 DNA repair – qHTS screen for small molecules that inhibit ELG1-dependent DNA repair in human embryonic kidney (HEK293T) cells expressing luciferase-tagged ELG1 | HEK293T ELG1-luciferase reporter, luminescence, 16 h; DNA damage induced by 5-fluorouridine | Potency, µM (top dose mostly 46.1 µM), for the others: at the top dose activity change, negative = inhibition, actives largely listed as inhibitors | 330,000 compounds, 2.3% hits | AID 504467, 2011; note: potency is the fitted concentration of half-maximal effect; % is set by controls: 0 for no effect and ±100 for the full control effect; nearly all actives have a fitted effect of over 55% in size
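Step one: seed 2,000 cells per well. Step two: pin-transfer compound or DMSO alongside 5-fluorouridine. Step three: incubate 16 hr, 37 °C, 5% CO2. Step four: add ONE-Glo, wait 30 min, read luminescence.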
Integrin act MD – qHTS for Activators of Integrin-Mediated Alleviation for Muscular Dystrophy; Potency, µM (series often up to 38.3 µM), without a hit: at the top dose activation, usual class: activators; 350,000 compounds, 0.064% hits; alpha7betagal myoblasts, beta-gal FDG fluorescence, 48 h; AID 624291, 2012;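 note: potency is the fitted concentration of half-maximal effect; 100% = response of the positive control SU9516; nearly all actives have a fitted effect of over 60% in size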
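Alpha7betagal+/- myoblasts (passage 13) were plated 16-24 hr, then exposed to compounds (1:260 dilution of DMSO stock) for 48 hours at 37C. After MPER lysis, β-galactosidase reporter activity was read as FDG fluorescence (ex 480/em 540) after 30 minutes.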
B2AR arrestin – qHTS assay of beta-arrestin-biased ligands of beta2-adrenergic receptor | Potency, µM (highest dose often 46.1 µM), without a hit: at the highest dose activation, hits mostly activators | beta-arrestin recruitment to beta2AR, cell-based reporter | Beta-2 adrenergic receptor (Homo sapiens), P07550 | AID 492947, 2010 | 330,000 compounds, 0.02% hits;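 note: potency is the fitted concentration of half-maximal effect; 0% = DMSO controls and full agonism = EC100 isoproterenol or metaproterenol; nearly all actives have a fitted effect of over 65% in size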
MLL CXXC-DNA inh – qHTS Fluorescence Polarization Assay for Inhibitors of MLL CXXC domain - DNA interaction; MLL-CXXC / FITC-HOXA9 DNA fluorescence polarization; Potency, µM (doses to about 115 µM), inactives show at the highest dose activity change, negative = inhibition, hits mostly inhibitors; 290,000 compounds, 0.037% hits; AID 2662, 2010; active = well fitted inhibition curve with a large enough effect in the polarisation, with a control signal flat, not every such curve was filed as active; inconclusive = small, poorly fitted or top-dose-only effect, or effect the other way, or a change in a side signal; inactive = no such curve, though single readings can be large or run the other way; the % refers to the polarisation; note: potency is the fitted concentration of half-maximal effect
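Steps: dispense CXXC domain solution (7 uM) → pin compounds or unlabeled HOX-A9 DNA control → 5 min ambient → add FLSN-HOX-A9 solution (50 nM) → spin → 30 min ambient → fluorescence polarization. Tris pH 7.5/NaCl/DTT/BSA buffer.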
p53 reactivator – qHTS assay for re-activators of p53 using a Luc reporter | H1299 p53-A138V BP100-luciferase reporter, luminescence, 24 h | Potency, µM (titrated, usually from 92.2 µM), for the others: at the highest dose activity change, positive = activation, usual class: activators | AID 504706, 2011 | 320,000 compounds, 0.063% hits; note: potency is the fitted concentration of half-maximal effect; % of control where 0% means no effect; nearly all actives have a fitted effect of over 45% in size
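H1299 (p53-null), stable ts p53-A138V + BP100-Luc; 1000 cells/well, Opti-MEM/10% FBS; cpd 4 pt, 1:5; 24 h, 37 deg C, 5% CO2; detection reagent 10 min RT; luminescence.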
TCR activator – Activators of T cell receptors: qHTS campaign; Potency, µM (series often up to 9.22 µM), without a hit: at the top dose activation of IL-2 secretion, most hits filed as activators; primary human leukocytes, anti-CD3, IL-2 HTRF, 48 h; 330,000 tested, under 10 active; note: % of control where 0% means no effect
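Activity was scored as IL-2 release from primary human leukocytes given only a TCR signal (a-CD3 beads) plus compound for 48 hr. Detection used a two-antibody HTRF format read at 665nm.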
TRPV1 agonist – HTS Assay for Compounds that Act as Agonists of the Vanilloid Receptor 1; Transient receptor potential cation channel subfamily V member 1 (Homo sapiens), Q8NER1; TRPV1-expressing cells, Fluo-8 calcium influx, agonist mode; activation, % at 8.33 µM; 320,000 compounds, 0.19% hits; AID 540275, 2011; in the data active = activation above about 80%; inconclusive = between about 30% and that limit; note: 0% is about no effect
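TRPV1-expressing cells were cultured overnight at 35.5C and loaded with Fluo-8 calcium dye for 40 to 90 min at room temperature. After a 10 s baseline, compound was added and calcium influx was read kinetically for 3 min (ex 480/em 520 nm).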
The depositor's hits bear a star; ? = inconclusive; . = not tested or not shown; [ ] = remark or other dose. Unless noted, calls come from the whole dose curve; as a rule, active = well fitted curve in the direction sought with a large enough effect; inconclusive = small, poorly fitted or top-dose-only effect, or another doubt; inactive = no such curve, though single readings can be large; an effect the other way counts as inactive or inconclusive.

compound	A-T KAP1 phos	BRCA1 expr act	PTAP TSG101 blk	ELG1 DNA repair	Integrin act MD	B2AR arrestin	MLL CXXC-DNA inh	p53 reactivator	TCR activator	TRPV1 agonist
CCCc1cc(=O)[nH]c2nnc(SCC(=O)Nc3ccc(NC(C)=O)cc3)n12	-2.7%	-3.9%	0.2%	?	25.5%	-1.0%	.	3.7%	-9.0%	-3.1
CN1CCC(N(C)C(=O)Cc2ccccc2[N+](=O)[O-])CC1	-6.4%	0.0%	-1.9%	-1.5%	-16.6%	-0.3%	?	10.2%	-4.8%	3.8
Cn1ncc(Cl)c1C(=O)Nc1cc(C(F)(F)F)ccc1F	-3.3%	-58.8%	-0.6%	8.4%	30.5%	2.2%	2.7%	19.2%	4.9%[46.1 µM]	12.1
CC1CCN(c2c(NCC3CCC(C(=O)NCCCc4ccccc4)CC3)c(=O)c2=O)CC1 (centres undefined)	-2.3%	6.8%	-5.5%	10.3µM*	-6.5%	6.7%	0.2%	-5.2%	1.4%	28.5
Cc1ccc(NC(=O)C2Oc3ccccc3OC2C)cc1 (centres undefined)	19.0%	-33.4%	-3.8%	?	7.4%	-0.1%	0.5%	.	9.3%	?
Cc1ccc(S(=O)(=O)c2nc(NC3CCS(=O)(=O)C3)sc2Cl)cc1 (centres undefined)	2.8%	-15.3%	-1.0%	14.1%	10.6%	-0.9%	-6.3%	-8.6%	-2.3%	13.4
CC(C)CCNC(=O)Cn1c(NCCC(C)C)nc2c1c(=O)n(C)c(=O)n2C	.	-30.1%	2.0%	.	-5.0%	.	.	.	0.6%	.
CN(C)c1nnnn1Cc1ccccc1	10.1%	13.7%	-10.5%	-0.3%	-1.1%	0.0%	10.1%	2.5%	-16.3%	1.2
CCN(Cc1ccccc1)C(=O)CCS(=O)(=O)c1ccc2c(c1)oc(=O)n2C	6.9%	-3.0%	0.4%	9.0%	38.9%	0.3%	38.7%[activator]	5.0%	-1.9%	-3.2
O=C(O)c1ccccc1N=Cc1c(O)n(-c2nccs2)c(=O)c2ccccc12	-1.2%	0.0%	-7.5%	?	-30.0%	-0.9%	3.6%	0.0%	5.5%	-1.6
COc1ccc(-c2nnc(SCC(=O)NCc3ccco3)o2)cc1	-5.6%	-1.3%	-1.7%	26.1%	-18.1%	-1.7%	-5.9%	12.4%	4.8%	6.5
Cc1ccc(-c2[nH]c3ccccc3c2SCCN)cc1	-42.3%	-34.3%	-2.9%	7.0%	-55.3%[inhibitor]	0.0%	-12.2%	2.2%	-6.6%	9.0
CC(C)n1nnnc1C(c1ccc(F)cc1)N1CCN(C2CCCC2)CC1 (centres undefined)	.	-4.6%	-2.2%	5.2%	-12.3%	0.4%	-8.4%	4.4%	0.0%	4.8
COc1ccc(NC(=O)CSc2nnc(-c3ccoc3C)n2CC2CCCO2)cc1 (centres undefined)	11.4%	28.3%	-5.7%	-1.5%	-10.9%	2.5%	13.1%	-1.7%	1.3%[46.1 µM]	0.0
CC(=O)c1c(O)c(C)c(O)c2c1OC1=CC(=O)C(C(C)=O)C(=O)[C@@]12C (some centres undefined)	-5.3%	-9.9%	15.0%	-8.2%	14.6%	-0.1%	31.3%[activator]	1.3%	-16.6%	-2.9
Cc1cccc(N2CC(C(=O)OCC(=O)c3ccc(OC(=O)c4cccs4)cc3)CC2=O)c1C (centres undefined)	5.0%	-16.9%	1.5%	-0.5%	-2.5%	-0.1%	134.0%[activator]	1.7%	4.6%	-2.6
COc1cccc(N(C(=O)c2ccn[nH]2)C2(C(=O)Nc3c(C)cccc3C)CCCCC2)c1	.	-39.6%	-7.8%	11.0%	-12.3%	3.7%	1.4%	13.2%	1.8%[46.1 µM]	1.5
O=C(OC(C(=O)NCc1cccs1)c1ccc(F)cc1)c1ccco1 (centres undefined)	1.8%	-3.5%	-1.2%	1.2%	35.3%	0.3%	6.3%	-1.2%	-1.7%	2.9
CC(C)c1ccc(S(=O)(=O)N2CCN(CC(=O)Nc3ccc(Cl)cc3F)CC2)cc1	1.3%	17.2%	-1.3%	12.2%	8.5%	-0.1%	.	8.0%	-15.9%	15.2
COC(=O)N(C)CCCC1(C)C(=O)N(C)c2ccc(O)cc21 (centres undefined)	-6.4%	0.1%	-5.2%	14.6%	33.0%	0.1%	-0.1%	-3.8%	-2.4%	-0.5
CCn1c(SCC(=O)Nc2ccccc2-c2ccccc2)nnc1-c1ccoc1C	1.5%	-16.6%	-4.2%	?	29.0%	-0.2%	-11.4%	-8.6%	-3.2%	2.3
COc1ccccc1OCCNC(=O)Cc1ccc(Cl)c(Cl)c1	6.1%	-18.5%	-0.4%	6.2%	7.3%	-1.6%	4.1%	-4.6%	.	?
Cc1ccc(Cl)c(NC(=O)CN2CCNC(=O)C2)c1Cl	-4.6%	-9.3%	-1.3%	2.7%	4.2%	0.4%	9.1%	0.7%	7.0%	1.6
O=C(O)CCNS(=O)(=O)c1ccccc1Br	-2.3%	-7.5%	-8.0%	-10.1%	21.1%	0.4%	-3.0%	0.2%	0.3%	-0.4
O=C(O)/C=C/C(=O)c1ccc2c(c1)NC(=O)CO2	-1.4%	2.4%	-1.0%	0.0%	-18.7%	0.0%	2.8%	-2.0%	4.0%	-0.2
C#CCOCCOCCOCCNc1nc(N2CCN(C(=O)CCCCCCCCCCNC(=O)Cn3cc(C[C@@H](C)O)nn3)CC2)nc(N2CCN(C(=O)CCCCCCCCCCNC(=O)[C@H](CCCCN)n3cc(CCCC(=O)O)nn3)CC2)n1	-6.1%	2.9%	-1.6%	-12.4%	15.1%	0.1%	.	8.8%	-2.4%	0.0
COc1ccc(C(=O)NCc2ccc(-n3cccc3)cc2)cc1OC	-2.3%	0.4%	0.8%	?	-18.1%	-0.1%	1.1%	0.5%	-2.5%	-1.7
COC(=O)c1ccc(NC(=O)COC(=O)c2cccc3c(=O)c(C)c(-c4ccccc4)oc23)cc1	2.4%	-19.0%	-0.3%	-11.0%	9.3%	-0.4%	11.7%	?	-2.1%[46.1 µM]	2.6
COc1ccc(N2CCN(C(=O)c3ccc4c(c3)NC(=O)C(CSCc3ccc(C)cc3)N4)CC2)cc1 (centres undefined)	-0.8%	.	.	14.5%	.	0.5%	3.7%	24.1%	.	0.9
COc1ccc(-c2nc(SCC(=O)NC3CCCCC3)n[nH]2)cc1	3.7%	-1.7%	-2.1%	?	-23.7%	0.0%	0.4%	-0.2%	1.0%	0.0
CC(C)(O)C#Cc1ccc(CN2CCCC(CNC(=O)c3ccco3)C2)cc1 (centres undefined)	-21.3%	12.5%	-0.2%	0.6%	25.2%	-0.8%	-11.1%	24.7%	8.3%	-9.3
CCOc1ccc(NC(=O)Nc2cc(OCC(F)(F)F)cc(OCC(F)(F)F)c2)cc1	3.5%	-7.4%	-4.4%	?	0.0%	-0.8%	3.2%	-2.1%	3.4%	?
O=C(Nc1nccs1)C1(S(=O)(=O)c2ccc(Cl)cc2)CC1	-3.2%	2.7%	-1.9%	-1.7%	10.6%	-0.2%	1.9%	-12.4%	0.5%	-2.1
CCn1c(Cc2ccccc2)nnc1SCC(=O)Nc1nc(C)c(C)s1	1.1%	-0.6%	-4.9%	-15.5%	-7.3%[7.66 µM]	-0.3%	-0.5%	-9.4%	.	0.5
O=C(OCC(=O)N1CCCC1)c1c(Cl)cccc1Cl	3.5%	-28.7%	-4.0%	?	11.8%	0.1%	14.2%	4.0%	0.3%	0.9
Cc1ccc(S(=O)(=O)Nc2ccc3[nH]c(=O)[nH]c3c2)c(C)c1	0.9%	-16.0%	-7.8%	-11.3%	-24.6%	-0.2%	8.4%	-4.7%	3.5%	-0.5

Screening results deposited in PubChem by National Center for Advancing Translational Sciences (NCATS).
